LYPLA2 counter: counter-screen for PME1 inhibitors: inhibitors of human LYPLA2; O95372; recombinant LYPLA2, FP-Rh probe fluorescence polarization; inhibition, % at 5.9 µM; actives 0.38% (n = 320,000);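 active means inhibition above the screen-wide mean plus 3 SD, limit set per campaign, cut at about 26% in these data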;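 further: 0% = LYPLA2 with DMSO and 100% = wells lacking LYPLA2 enzyme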
ZTA counter: counter-screen for EBNA-1 inhibitors: inhibitors of Epstein-Barr virus ZTA. actives 0.15% (n = 320,000). ZTA-DNA binding, fluorescence polarization. inhibition, % at 11 µM; in the data active means inhibition above about 33%
PAFAH1B3 FP inh: blocks human PAF acetylhydrolase 1B catalytic subunit 3 | AID 492972 | recombinant PAFAH1B3, FP-rhodamine probe, fluorescence polarization | Q15102 | inhibition, % at 3.39 µM | actives 0.28% (n = 340,000);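 active means inhibition above the screen-wide average of all tested compounds plus 3 SD, cut at about 25% in these data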;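 further: 0% = enzyme with DMSO only and 100% = wells lacking PAFAH1B3 protein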
Target sequence (Q15102 whole entry, looked up): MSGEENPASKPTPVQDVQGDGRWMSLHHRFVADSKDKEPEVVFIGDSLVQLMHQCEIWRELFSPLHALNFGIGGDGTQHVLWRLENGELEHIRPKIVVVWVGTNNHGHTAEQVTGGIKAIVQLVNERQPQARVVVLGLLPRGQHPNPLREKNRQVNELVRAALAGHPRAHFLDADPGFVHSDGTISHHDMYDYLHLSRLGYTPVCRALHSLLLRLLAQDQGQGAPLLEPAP
EBNA-1 inhibitor: blocks EBNA-1 binding to DNA | EBNA-1 DNA binding, fluorescence polarization | inhibition, % at 14.8 µM | actives 0.34% (n = 300,000) | AID 1950; in the data active means inhibition above about 28%
GSTO1 counter: blocks human GSTO1 in RBBP9 counter-screen; P78417; recombinant GSTO1, activity-based probe fluorescence polarization; inhibition, % at 5.96 µM; actives 1.1% (n = 300,000); AID 1974;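 active means inhibition above the campaign mean inhibition plus 3 SD, cut at about 35% in these data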;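 further: 0% = GSTO1-1 with DMSO and 100% = wells lacking GSTO1-1 enzyme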
PREPL inhibitor: inhibits the human prolyl oligopeptidase-like enzyme | actives 0.68% (n = 320,000) | inhibition, % at 5.96 µM | AID 2751 | Q4J6C6 | recombinant PREPL, fluorescence polarization activity-based probe; in the data active means inhibition above about 43%;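 further: 0% = enzyme with DMSO and 100% = wells lacking enzyme; many of its hits are not listed in these tables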
Target sequence (Q4J6C6 whole entry, looked up): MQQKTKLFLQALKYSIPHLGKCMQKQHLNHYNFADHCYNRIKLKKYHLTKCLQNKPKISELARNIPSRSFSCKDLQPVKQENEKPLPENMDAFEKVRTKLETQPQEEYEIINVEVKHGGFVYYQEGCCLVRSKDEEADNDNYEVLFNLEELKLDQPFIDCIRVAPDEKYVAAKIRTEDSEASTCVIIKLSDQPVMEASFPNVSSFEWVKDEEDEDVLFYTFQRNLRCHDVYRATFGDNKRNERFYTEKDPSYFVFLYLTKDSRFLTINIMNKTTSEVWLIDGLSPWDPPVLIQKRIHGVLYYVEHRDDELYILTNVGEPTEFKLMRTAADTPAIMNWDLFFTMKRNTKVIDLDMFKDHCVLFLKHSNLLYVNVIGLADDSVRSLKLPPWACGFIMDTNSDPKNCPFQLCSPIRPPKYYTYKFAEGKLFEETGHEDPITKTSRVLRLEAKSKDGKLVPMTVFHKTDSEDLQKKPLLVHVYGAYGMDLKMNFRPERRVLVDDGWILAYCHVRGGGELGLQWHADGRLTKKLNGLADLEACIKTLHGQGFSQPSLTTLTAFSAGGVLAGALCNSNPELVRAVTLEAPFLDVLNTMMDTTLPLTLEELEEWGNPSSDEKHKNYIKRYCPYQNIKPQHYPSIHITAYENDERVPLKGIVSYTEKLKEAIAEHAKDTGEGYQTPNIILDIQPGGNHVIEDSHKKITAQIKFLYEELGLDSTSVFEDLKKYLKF
PAD4 inh: PAD4 (human) enzyme inhibition. Q9UM07. recombinant PAD4, RCA probe fluorescence polarization. inhibition, % at 6.36 µM. actives 0.41% (n = 330,000). AID 485272;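 active means percent inhibition above a cutoff equal to the mean of all tested compounds plus 3 SD, cut at about 15% in these data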;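 further: 0% = PAD4 with RCA probe and DMSO and 100% = probe without PAD4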
PAFAH2 FP inh: inhibitors of human PAFAH2 | Q99487 | recombinant PAFAH2, FP-rhodamine activity probe, fluorescence polarization | inhibition, % at 3.39 µM | actives 0.99% (n = 340,000) | AID 492956;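 active means inhibition above the mean over all tested compounds plus 3 SD, cut at about 30% in these data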;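 further: inhibitors block probe labeling of enzyme so polarization drops; 0% = enzyme with DMSO and 100% = wells lacking PAFAH2 protein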
LYPLA1 counter: LYPLA1 (human) inhibition in PME1 counter-screen; O75608; recombinant LYPLA1, FP-Rh probe fluorescence polarization; inhibition, % at 5.9 µM; actives 0.16% (n = 320,000); AID 2174;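 active means inhibition above the mean of all tested compounds plus 3 SD, set per campaign, cut at about 14% in these data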;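 further: inhibitors block serine hydrolase probe labeling of LYPLA1 so polarization falls; 0% = enzyme with DMSO and 100% = wells lacking LYPLA1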
The depositor's hits bear a star; . = no result given. Not all compounds are listed, so the mix of outcomes need not match the whole.

SMILES	LYPLA2 counter	ZTA counter	PAFAH1B3 FP inh	EBNA-1 inhibitor	GSTO1 counter	PREPL inhibitor	PAD4 inh	PAFAH2 FP inh	LYPLA1 counter
O=C(O)CCNC(=O)CCCn1nnc2ccccc2c1=O	-1	1	8	-6	-1	11	1	3	0
CCOC(=O)c1ccc[n+](CC(=O)Nc2ccccc2OC(F)F)c1	5	-10	17	-2	0	5	-9	-10	6
Cc1ccc(C)c(Nc2cc(C)nc(-c3ccccc3O)n2)c1	-5	-8	5	-13	-8	15	-5	-11	-6
CN(C)/C(=N\O)c1c(Cl)cccc1Cl	2	12	-2	11	-10	0	3	-8	-1
CC(Oc1ccc([N+](=O)[O-])cc1Cl)C(=O)Nc1ccc(C(N)=O)cc1 (stereo not drawn)	-8	-14	.	-9	15	4	-1	.	-4
O=C(CSc1ccc(Br)cc1)N1CCOCC1	-2	-16	4	2	2	-4	4	3	3
Cc1ccc(C)c(OCCSc2nnc(C)c(=O)[nH]2)c1	2	4	9	4	0	8	3	4	2
COc1cc(/C=C2\C(=O)N(CCC#N)N=C2C)c(Br)cc1OC(C)C	8	-25	6	-5	36*	2	71*	9	-2
CCOC(=O)c1sc2nc(N3CCOCC3)c3c(c2c1N)CC(C)(C)N(C)C3	3	-7	-1	-12	-1	20	1	2	4
CC(=O)N(C)Cc1ccc(C(=O)CSc2nnc(C3CC3)n2C2CC2)cc1	4	-2	-6	.	.	16	-3	-3	3
Cc1cc(=O)oc2cc(NC(=O)CC3(CC(=O)O)CCCC3)ccc12	2	-5	.	-5	-12	17	1	.	-2
COc1ccc(CCN2CC(C(=O)Nc3nnc(Cc4ccccc4)s3)CC2=O)cc1OC (stereo not drawn)	3	-14	7	.	.	35	-1	3	0
CC12/C(=N/O)C3C4CC5C3/C(=N/O)C1C5C42 (stereo not drawn)	4	-5	-4	-6	1	8	-2	3	1
CN(C)C(=O)C1C2NC(=S)N(c3ccc(Cl)cc3)C1(C)Oc1ccc(Cl)cc12 (stereo not drawn)	1	15	10	-2	8	12	-3	1	2
Cc1ccccc1NC(=O)/C=C1\SC(=O)NC1=O	-2	-7	7	-5	-1	13	-5	9	2
O=c1c2ccccc2c(C=NCc2ccccn2)c(O)n1-c1ccccc1	2	-3	5	-8	1	16	-10	-2	3
Cc1cc(C)cc(NC(=O)COc2ccc(C(=S)N3CCOCC3)cc2)c1	19	-4	-2	1	-10	6	0	2	2
O=C1c2ccccc2/C(=C\C#Cc2ccccn2)N1c1ccccc1	.	.	1	.	.	20	1	-5	.
O=C(NCCC(=O)N1CCN(c2ccccn2)CC1)c1ccc([N+](=O)[O-])cc1	.	.	3	.	.	13	0	8	.
COc1cc(C(=O)N2CCC(NC(=O)C(Cc3ccccc3C)NC(C)=O)CC2)cc(OC)c1OC (stereo not drawn)	-8	3	1	1	1	-11	2	-1	-6
CC1CCN(CCCNc2cc(NCCO)c([N+](=O)[O-])c3nonc23)CC1	3	-11	1	6	9	1	1	5	1
Cc1nnsc1C(=O)N1CCN(c2cc(C(F)(F)F)ccn2)CC1	5	-5	0	0	11	23	-1	7	-2
O=c1[nH]c(=S)[nH]c2c1C(c1cc([N+](=O)[O-])c(N3CCOCC3)cc1N1CCOCC1)O2 (stereo not drawn)	-2	-8	4	-1	6	13	-4	6	2
Cc1ccc(NC(=O)CCNS(=O)(=O)c2cccc3nsnc23)cc1F	0	6	0	7	7	5	-6	3	1
N#CC(C(=O)NC1CCCCC1)=C1CCCCC1	2	-11	6	-24	-1	-4	-2	0	4

Carrying on:
SMILES	LYPLA2 counter	ZTA counter	PAFAH1B3 FP inh	EBNA-1 inhibitor	GSTO1 counter	PREPL inhibitor	PAD4 inh	PAFAH2 FP inh	LYPLA1 counter
CCOC(=O)[C@@H]1C(c2c(OC)cc(OC)cc2OC)=NO[C@@H]1C(=O)OCC	6	-9	2	0	-1	-4	-1	-3	3
O=C(O)c1ccc(OCC(O)Cn2c3ccccc3c3ccccc32)cc1 (stereo not drawn)	2	-14	2	-1	7	1	0	-7	0
COc1cccc(CNS(=O)(=O)/C=C/c2ccc3c(c2)OCO3)c1	2	-7	11	-2	4	3	3	2	-1
Nc1scc[n+]1Cc1cccc2cccnc12	-2	11	7	4	-2	-6	-4	0	-2
CCOc1ccc(NC(=O)CCCn2c(=S)[nH]c3ccsc3c2=O)cc1	6	21	-2	1	15	0	-3	-2	1
CN1CCN(C(=S)Nc2ccc(Cl)cc2Cl)CC1	5	-20	-1	2	1	1	-1	0	3
Cc1ccc2c(c1)N(CC(=O)N1CCCCC1C)C(=O)CO2 (stereo not drawn)	-9	0	-4	2	0	-3	-4	-2	-4
COc1cccc(CNC(=O)CN2C(=O)CSc3ccc(S(=O)(=O)N4CCCC4)cc32)c1	1	16	3	12	-3	-2	-1	8	-5
Cc1ccc(CN2C(=O)CCC2C(=O)NCCCN2CCOCC2)cc1 (stereo not drawn)	-7	-9	0	-16	-3	11	0	5	3
CCc1cccc(NC(=O)c2ccc(Br)o2)c1	5	-9	1	14	-5	2	-2	-1	-1
CCn1c(=O)cc(SCC(=O)N2CCN(C)CC2)c2ccccc21	3	-17	-2	1	2	-4	-1	0	0
CCN1CCN(C(c2ccc(C(F)(F)F)cc2)c2ccc3cccnc3c2O)CC1 (stereo not drawn)	7	4	23	-7	-20	18	2	2	3
CCn1cc(C(=O)O)c(=O)c2cnc(N3CCN(C(=S)NC(=O)c4ccc(Cl)cc4Cl)CC3)nc21	0	4	4	4	0	0	0	-3	-4
CCC(C)c1ccc2oc(-c3ccc(NC(=O)c4ncn[nH]4)cc3)nc2c1 (stereo not drawn)	-6	-2	-3	6	-16	-13	1	-14	-11
CCN(CC)c1ccc(S(=O)(=O)N2CCOCC2)cc1NC(=O)COC(=O)c1cccnc1SC	0	5	5	-4	0	9	2	2	1
CCOC(=O)c1sc(N/N=C/c2ccccc2)nc1C	-3	-19	3	2	3	7	-8	0	0
CCCn1c(SCC(=O)NNC(=O)c2ccccc2)nnc1-c1cccnc1	5	-10	11	1	2	-4	-1	-1	0
Cc1ccc(OCCn2ccnc2)c(C)c1	-7	-23	5	-17	-6	5	-5	-1	-2
NC(=O)C1CCN(C(=O)CSc2ccccn2)CC1	6	-27	-4	-14	-5	-8	-3	-3	1
CCS(=O)(=O)C(=C(Nc1ccc(OC)cc1)Nc1ccc(OC)cc1)S(=O)(=O)CC	-4	8	6	3	5	3	-4	7	0
CC(c1cc2ccccc2s1)N(O)C(N)=O (stereo not drawn)	2	6	.	3	0	-4	6	.	3
O=C(CCNS(=O)(=O)c1ccccc1C(F)(F)F)NCCCSc1ccccc1	-2	0	4	-2	-9	3	3	-6	-1
COc1ccc(NS(=O)(=O)c2cccc3cccnc23)cc1Cl	-1	-5	0	-16	-5	-11	2	1	-2
CC(=O)c1cccc(OCC(=O)Nc2cccc(C(=O)Nc3c(C)n(C)n(-c4ccccc4)c3=O)c2)c1	3	3	2	.	.	4	1	7	0
C[C@@H]1CC=C[C@H]2[C@H]1C(=O)N(Cc1ccccc1)[C@H]2c1ccc(-c2ccc(N(C)C)cc2)cc1F	0	-31	2	-5	1	8	5	-9	-1

Reprinted at random: 5 entries already listed.
SMILES	LYPLA2 counter	ZTA counter	PAFAH1B3 FP inh	EBNA-1 inhibitor	GSTO1 counter	PREPL inhibitor	PAD4 inh	PAFAH2 FP inh	LYPLA1 counter
Nc1scc[n+]1Cc1cccc2cccnc12	-2	11	7	4	-2	-6	-4	0	-2
CCOC(=O)c1sc2nc(N3CCOCC3)c3c(c2c1N)CC(C)(C)N(C)C3	3	-7	-1	-12	-1	20	1	2	4
CCCn1c(SCC(=O)NNC(=O)c2ccccc2)nnc1-c1cccnc1	5	-10	11	1	2	-4	-1	-1	0
NC(=O)C1CCN(C(=O)CSc2ccccn2)CC1	6	-27	-4	-14	-5	-8	-3	-3	1
COc1cc(/C=C2\C(=O)N(CCC#N)N=C2C)c(Br)cc1OC(C)C	8	-25	6	-5	36*	2	71*	9	-2

Remaining list, next part.
SMILES	LYPLA2 counter	ZTA counter	PAFAH1B3 FP inh	EBNA-1 inhibitor	GSTO1 counter	PREPL inhibitor	PAD4 inh	PAFAH2 FP inh	LYPLA1 counter
CC(=O)Nc1ccc(C(=O)OCC(=O)NC(=O)NC2CCCCC2)cc1	7	-6	5	-4	-4	4	9	53*	1
Cc1ccc(C(=O)COC(=O)c2ccco2)cc1C	7	-4	10	8	8	1	1	19	2
O=C(COc1ccccc1)N(Cc1ccccc1)c1nc(-c2ccccc2)cs1	0	-13	-3	-5	0	0	-2	-2	-2
C=C1c2ccccc2S(=O)(=O)N(Cc2ccccc2)C1COCc1ccccc1 (stereo not drawn)	-1	-9	0	-4	6	-2	-2	5	-1
CC(C)(C)NC(=O)C(c1ccco1)N(Cc1ccc2c(c1)OCO2)C(=O)c1snc(C(N)=O)c1N (stereo not drawn)	2	5	1	4	4	-4	-1	-3	1
NNC(=O)CCc1ccc(S(=O)(=O)N2CCOCC2)cc1	3	0	7	-5	8	11	-1	5	3
COc1ccccc1CNC(=O)C(=O)NCC1OCCN1S(=O)(=O)c1ccccc1 (stereo not drawn)	0	12	-5	4	-4	-4	-1	-2	-2
COC(C(=O)Nc1ccc(NC(=O)C(OC)c2ccccc2)cc1)c1ccccc1 (stereo not drawn)	9	-6	15	-5	1	-6	-1	-1	2
CCN(CC(=O)NC1CCS(=O)(=O)C1)S(=O)(=O)c1ccccc1 (stereo not drawn)	1	4	8	5	1	3	0	-8	-2
Cc1cc(C)n(-c2cc(C(C)(C)C)nc3c(-c4ccc(Cl)cc4)cnn23)n1	-6	5	-1	-7	4	14	-1	2	-3
COc1ccccc1NS(=O)(=O)c1ccc(O)c(C(=O)OCC(=O)N2c3ccccc3CC2C)c1 (stereo not drawn)	-4	-8	4	-9	-12	12	8	57*	-3
CCC(CO)Oc1cc(NCc2cccc(F)c2)c2ncn(C(C)C)c2c1 (stereo not drawn)	.	.	-2	.	.	30	-9	0	.
CCOC(=O)c1[nH]c(C)c(C(=O)OCC(=O)N2CC(=O)Nc3ccccc32)c1C	1	3	0	-3	2	-3	3	-1	3
CCOc1ccc(NC(=O)C(=O)N/N=C\c2ccc(CNS(=O)(=O)c3ccccc3)o2)cc1	-7	-14	-40	63*	6	12	-2	-21	-1
COc1ccc(Cl)cc1NC(=O)Nn1cnnc1	-3	4	2	17	-3	-5	0	-3	0
CCN(C(=O)CN1C(=O)S/C(=C\C=C\c2ccccc2)C1=O)C1CCS(=O)(=O)C1 (stereo not drawn)	-8	-1	-1	0	-20	-6	-1	-3	-3
Cc1cccc(CCNC(=O)Cn2ncc3c([nH]c4ccc(C)cc43)c2=O)c1	6	-1	-2	-11	-3	5	-4	5	-1
CCOC(=O)C1=C(c2ccccc2)Nc2ncnn2C1c1ccc(OC)c(OC)c1OC (stereo not drawn)	2	7	3	3	-2	-6	-1	4	1
CC(=O)c1cccc(Nc2c3c(nc4ccccc24)CCC3)c1	3	-17	8	-20	0	15	-10	5	3
COc1ccc(NC(=O)c2cncn2-c2ccccc2)cc1	-5	1	3	-5	5	-3	1	18	2
CCOC(=O)C1CN(S(=O)(=O)c2ccc(F)cc2)C1	1	9	0	4	1	-2	2	2	-2
Cc1noc(N)c1C1(O)C(=O)Nc2c(Cl)cc(Cl)cc21 (stereo not drawn)	5	-17	-1	-3	-2	13	1	-7	2
CC(=O)OC(C(=O)NCS(=O)(=O)c1ccc(C)cc1)c1cccnc1 (stereo not drawn)	-3	-9	5	-23	-2	14	-5	-4	0
CC1CN(C(=S)Nc2ccc(S(N)(=O)=O)cc2)CC(C)O1 (stereo not drawn)	3	-21	-4	11	1	9	1	-5	-2

High-throughput results deposited in PubChem by The Scripps Research Institute Molecular Screening Center.
